GAA glycogen mod: qHTS Assay for Inhibitors and Activators of Human alpha-Glucosidase Cleavage of Glycogen; Potency, µM (highest dose often 76.4 µM), for inactives: at the top dose activity change, negative = inhibition, hits mostly inhibitors; 300,000 tested, 0.38% active; AID 2100, 2009; recombinant GAA, glycogen substrate, Amplex Red glucose oxidase fluorescence; active means well fitted inhibition curve with a large enough effect; inconclusive means small, poorly fitted or top-dose-only effect, or another doubt; inactive means no such curve, though single readings can be large or run the other way;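 further: 0% = full enzyme reaction and -100% = no-enzyme basal signal; the screen sought inhibitors and activators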
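Recombinant human enzyme (4 nM); glycogen substrate; 37 C, 40 min, pH 5.0. Readout: coupled glucose oxidase/Amplex Red fluorescence.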
An asterisk follows results filed as active; ? = inconclusive; & = joins results of further samples; [ ] = remark or other dose. Potency means the concentration at half of the fitted maximal effect.

The first 14 entries (preview)
SMILES	GAA glycogen mod
CC1CCCN(C(=O)Cn2nnc(-c3ccc(F)cc3)n2)C1 (centres undefined)	-9%
O=C(c1cccc([N+](=O)[O-])c1)N1CCN(Cc2ccccc2)CC1	1%
COC(=O)C1=CN(Cc2ccc(C)cc2)C=C(C(=O)OC)C1c1ccc(F)c(F)c1	-8%
CCOc1ccc(OCC)c(S(=O)(=O)NCc2ccccc2)c1	7%[76.3 µM]
CC(c1ccccc1)N1C(=O)c2cccnc2C1=O (centres undefined)	1%[76.3 µM]
COc1ccc(/C=C(/NC(=O)c2ccccc2)C(=O)N2CCCC2)cc1	-4%
CCOC(=O)c1ccc(NC(=O)CN2CCN(C(=O)C3CCCO3)CC2)cc1 (centres undefined)	-3%[76.3 µM]
COc1ccc(Br)cc1C(=O)NC(=S)Nc1ccc2[nH]c(=O)[nH]c2c1	-2%
CCN1CCCC1CNC(=O)c1cc2cc(OC)c(OC)cc2[nH]1 (centres undefined)	-2%
Cc1ccc2cc3c(NS(=O)(=O)c4cccc5nonc45)nn(CC(C)C)c3nc2c1	8%[76.3 µM]
COc1cc2ccccc2cc1C(=O)Nc1nccs1	4%[76.3 µM]
CN1C(=O)C(O)(C2CCCCCC2=O)c2ccccc21 (centres undefined)	-5%[76.3 µM]
CCCCN(C)C(=O)c1ccc2c(c1)N(CC)C(=O)c1ccccc1S2=O (centres undefined)	-3%
COC(=O)c1ccccc1NC(=O)c1cc[n+]([O-])cc1	0%[76.3 µM]

The whole of this part, from the first entry:
SMILES	GAA glycogen mod
CC1CCCN(C(=O)Cn2nnc(-c3ccc(F)cc3)n2)C1 (centres undefined)	-9%
O=C(c1cccc([N+](=O)[O-])c1)N1CCN(Cc2ccccc2)CC1	1%
COC(=O)C1=CN(Cc2ccc(C)cc2)C=C(C(=O)OC)C1c1ccc(F)c(F)c1	-8%
CCOc1ccc(OCC)c(S(=O)(=O)NCc2ccccc2)c1	7%[76.3 µM]
CC(c1ccccc1)N1C(=O)c2cccnc2C1=O (centres undefined)	1%[76.3 µM]
COc1ccc(/C=C(/NC(=O)c2ccccc2)C(=O)N2CCCC2)cc1	-4%
CCOC(=O)c1ccc(NC(=O)CN2CCN(C(=O)C3CCCO3)CC2)cc1 (centres undefined)	-3%[76.3 µM]
COc1ccc(Br)cc1C(=O)NC(=S)Nc1ccc2[nH]c(=O)[nH]c2c1	-2%
CCN1CCCC1CNC(=O)c1cc2cc(OC)c(OC)cc2[nH]1 (centres undefined)	-2%
Cc1ccc2cc3c(NS(=O)(=O)c4cccc5nonc45)nn(CC(C)C)c3nc2c1	8%[76.3 µM]
COc1cc2ccccc2cc1C(=O)Nc1nccs1	4%[76.3 µM]
CN1C(=O)C(O)(C2CCCCCC2=O)c2ccccc21 (centres undefined)	-5%[76.3 µM]
CCCCN(C)C(=O)c1ccc2c(c1)N(CC)C(=O)c1ccccc1S2=O (centres undefined)	-3%
COC(=O)c1ccccc1NC(=O)c1cc[n+]([O-])cc1	0%[76.3 µM]
CC(C)(C)c1ccc(-n2ncc3c2CCCC3NC(=O)CCn2cncn2)cc1 (centres undefined)	-8%[76.3 µM]
COCc1ccc(CN2CCC(n3nccc3NC(=O)C(OC)c3ccccc3)CC2)o1 (centres undefined)	1%[76.3 µM]
COc1cccc(NC(=O)N2CCCC2C(=O)NC2CCCCC2)c1 (centres undefined)	-1%
CCN(CC)C(=O)Cn1cnc2sc(C)c(S(=O)(=O)N3CCC(C)CC3)c2c1=O	1%
O=C(Nc1ccnn1C1CCN(C2CCC2)CC1)c1ccccc1Cl	3%[76.3 µM]
COc1ccc(C(=O)Nc2nc3ccccc3[nH]2)cc1	5%
COc1ccc(N2CCN(C(=O)Cn3c(=O)c4cccn4c4cccnc43)CC2)cc1	-1%[76.3 µM]
COCCNc1oc(/C=C/c2ccc(F)cc2)nc1S(=O)(=O)c1ccccc1	-6%[76.3 µM]
Cc1nn(C(C)C(=O)NCCc2cccs2)c(=O)c2nn(-c3ccccc3)c(C)c12 (centres undefined)	-14%[76.3 µM]
Cc1c(C)n(C)c2ccc(C(=O)NCCCN3CCCC3)cc12	6%[76.3 µM]
Cc1ccc(C(C(=O)NC2CCCCC2)N(CC2CCCO2)C(=O)CCCC(=O)Nc2ccccn2)cc1 (centres undefined)	-5%
COc1cccc(C(=O)NNc2c3ccccc3nc3ccccc23)c1	1%
O=C(O)CSCC(=O)N1CCN(c2cc(C(F)(F)F)nc3ccccc23)CC1	-1%
CCn1c(C(O)c2cc(OC)ccc2OC)nc2ccccc21 (centres undefined)	5%[76.3 µM]
O=C1COc2ccc(S(=O)(=O)NCc3ccc(Cl)cc3)cc2N1	-13%[76.3 µM]
CCCC(=O)Nc1ccc2nc(C)n(Cc3ccccc3Cl)c(=O)c2c1	-6%[76.3 µM]
O=S(=O)(Nc1nnc(C2CCCCC2)s1)c1ccc(F)cc1	2%
Cc1cccc(NC(=O)NNC(=O)COc2ccc([N+](=O)[O-])cc2)c1C	-5%[76.3 µM]
Cc1nnc(NC(=O)c2ccc(Br)o2)s1	-2%
COc1ccc(-c2cc3c(=O)n(CC(=O)Nc4ccc(C(C)=O)cc4)ncn3n2)cc1	-2%[76.3 µM]
Cc1cccc(NC(=O)COC(=O)c2cccs2)c1C	6%
COC(=O)c1ccc(CN2CCCC(C(=O)c3ccccc3OC)C2)cc1 (centres undefined)	-2%[76.3 µM]
Cc1ccc2c(CN3CCC(C)CC3)cc(=O)oc2c1C	2%
CCN(C(=O)CSc1nnc(-c2ccncc2)o1)c1ccccc1	1%[76.3 µM]
COC(=O)c1ccccc1NC(=O)CNCCc1ccc(OC)c(OC)c1	4%
COc1cccc(NC(=O)c2cnc(SC)nc2)c1	9%[76.3 µM]
CCN(CC)CCCNC(=O)CNC(=O)c1nn(-c2ccc(OC)c(OC)c2)c(=O)c2ccccc12	4%
Cc1ccccc1CN1CCN(Cc2cc3ccccc3o2)CC1CCO (centres undefined)	2%[76.3 µM]
CCc1ccc(OCCCC(=O)Nc2ccc(S(=O)(=O)Nc3cc(C)nc(C)n3)cc2)cc1	2%[76.3 µM]
COc1ccc(OC)c(-c2cc(C(=O)NC3CCCC3)c3ccccc3n2)c1	3%[76.3 µM]
Cc1cc(C)c2c(CN3CCCCC3C)cc(=O)oc2c1 (centres undefined)	1%
O=C(c1ccc(-n2cncn2)c([N+](=O)[O-])c1)N1CCN(c2cccc(Cl)c2)CC1	-3%[76.3 µM]
COC1CCN(C(=O)C2CCC(=O)N(C3CCCCCC3)C2)CC1 (centres undefined)	-9%[76.3 µM]
CCC1CCCCN1C(=O)NC(=O)c1ccccc1 (centres undefined)	-12%[76.3 µM]
CC(=O)Nc1ccc(S(=O)(=O)N2CCN(C(=O)c3ncoc3-c3cccc(F)c3)CC2)cc1	2%
COc1ccc(C(C(=O)NC2CCCC2)N(Cc2cccnc2)C(=O)Cc2cccs2)c(OC)c1 (centres undefined)	11%
CC(C)(C)c1cc2ncnc(N3CCCCC3)c2s1	5%
COc1ccc(-c2cc(C(=O)Nc3c(C)n(C)n(-c4ccccc4)c3=O)c3ccccc3n2)c(OC)c1	-4%[76.3 µM]
CCOC(=O)c1c(C)[nH]c(C(=O)OCc2ccccc2F)c1C	6%[76.3 µM]
Cc1ccc2c(cnn2C(=O)CCC(=O)N2CCCCC2C)c1 (centres undefined)	-1%[76.3 µM]
O=C(NNC(=S)NC(=O)c1cccc([N+](=O)[O-])c1)c1ccc(O)cc1	?
Cc1ccc2c(c1)c1c3n2CCN(CC#N)C3CCC1 (centres undefined)	12%[76.3 µM]
COc1ccc(NC(=O)NCCCCc2ccccc2)cc1OC	4%[76.3 µM]
COc1ccc(NC(=O)CN2CCC(NC(=O)c3ccc(OC)cc3)CC2)cc1	-9%[3.05 µM]
CCCCN(C)C(=O)C1CCN(Cc2cccnc2)CC1	-12%[76.3 µM]
CCCC(=O)N1CC(=O)Nc2ccc(Br)cc2C1c1ccc(F)cc1 (centres undefined)	2%
The list goes on:
SMILES	GAA glycogen mod
CCN1C(=S)N[C@@H](c2ccccc2)C(C(=O)OC)=C1C	0%&2%[76.3 µM]
COc1ccc(-c2cn3nc(SCC(=O)NC4CCCCC4)ccc3n2)cc1	-5%[76.3 µM]
CCCCN(C)Cc1cc(=O)oc2ccc3ccccc3c12	1%
O=C(NNC(=O)c1ccc2ccccc2c1)Nc1ccc(F)cc1	1%[76.3 µM]
Cc1ccc(Nc2nnc(SCC(=O)c3ccc(O)cc3O)s2)cc1	0%
COc1cc(CN2CCC(Oc3cc(C(=O)NC4CC4)ccc3OC)CC2)cc(OC)c1	2%[76.3 µM]
O=C(Nc1nc2ccccc2s1)c1ccc([N+](=O)[O-])o1	12%
CC(=O)c1ccc(-n2c(C)c(C(C)=O)c3cc(O)ccc32)cc1	-1%
CCOC(=O)N1CCN(Cc2nc3cc([N+](=O)[O-])ccc3n2CC)CC1	-13%
COc1cc2c(cc1OC)CN(C(=O)/C=C/c1ccccc1[N+](=O)[O-])CC2	11%[76.3 µM]
Cc1cc(F)ccc1S(=O)(=O)N1CCCOC1CNC(=O)C(=O)NC1CCCC1 (centres undefined)	-2%[76.3 µM]
C=CCn1c(CSc2ccc(C)cc2)n[nH]c1=S	-29%[76.3 µM]
O=C1C(=O)N(CCO)C(c2ccc(Br)cc2)/C1=C(\O)c1ccccc1 (centres undefined)	2%[76.3 µM]
CCN(CC(=O)Nc1ccc2c(c1)OCO2)S(=O)(=O)c1ccccc1	8%[76.3 µM]
O=C(CCCN1C(=O)S/C(=C\C=C\c2ccccc2)C1=O)Nc1ccc(O)cc1	-3%[76.3 µM]
CCOc1ccc(/C=N/n2c(C)nc3ccccc3c2=O)cc1	-6%
COc1cc(C=O)cc(Cl)c1OC(=O)N1CCOCC1	0%
CC(C)OCCCNC(=O)C1CC(=O)N(CCc2ccc(F)cc2)C1 (centres undefined)	0%[76.3 µM]
Cc1ccccc1CS(=O)(=O)Cc1ccc(C(=O)NC2CCCC2)o1	-2%[76.3 µM]
CSc1ccccc1OCc1cc(C(=O)N(C)CCn2nc(C)cc2C)no1	4%[76.3 µM]
CCCS(=O)(=O)N1CCCC(C(=O)NCCc2ccccc2)C1 (centres undefined)	-2%
Cc1ccc(S(=O)(=O)NCCNC(=O)c2ccc(C)nc2)cc1	-5%
COc1ccc(C(=O)CCc2ccccc2O)c(OC)c1	16%[76.3 µM]
CCOC(=O)CCc1c(C)c2ccc(OC3CCCCC3=O)cc2oc1=O (centres undefined)	-5%
Cc1ccc(C)c(N2CCN(CCCNC(=O)CCn3c(=O)c4cccn4c4cccnc43)CC2)c1	2%[76.3 µM]
COc1ccc(CNC(=O)CN(C(=O)c2csnn2)c2cnc3ccccc3c2)cc1	-2%
COc1ccc(NC(=O)CCCCCN2C(=O)c3cccc([N+](=O)[O-])c3C2=O)c(OC)c1	-8%[76.3 µM]
COc1ccc(C(=O)Nc2cnccn2)cc1[N+](=O)[O-]	10%[76.3 µM]
CN(C)c1ccc(CNc2ccccn2)cc1	?
COc1ccc(CNC(=O)C2CC(C)=C(C)CC2C(=O)O)cc1OC (centres undefined)	4%[76.3 µM]
CCOC(=O)N1CCN(S(=O)(=O)N2CCCC(C(=O)NCCc3ccc(OC)c(OC)c3)C2)CC1 (centres undefined)	0%[76.3 µM]
Cc1ccc(CN2C3CCCC2CC(NC(=O)c2ccc(F)cc2)C3)cc1 (centres undefined)	1%[76.3 µM]
Cc1ccc(CNC(=O)CNC(=O)c2ccco2)cc1	-10%
COc1ccc(NC(=O)CSc2n[nH]c(-c3ccccn3)n2)cc1	-8%
CC1=C(C(=O)Nc2cccc(C(=O)NC(C)c3ccccc3)c2)SCCO1 (centres undefined)	-16%[76.3 µM]
O=C(c1ccc(=O)[nH]c1)N1CCN(S(=O)(=O)c2cc(C(F)(F)F)ccc2Cl)CC1	3%
Cc1cccc(-n2nc3c(c2NC(=O)c2c(F)cccc2F)CS(=O)(=O)C3)c1C	-4%[76.3 µM]
CC(C)OC(=O)c1ccc(N2CCN(c3ccccc3F)CC2)nc1	-2%
COC(=O)c1cc(-c2cccc(OC)c2)c2c(=O)[nH]c(=O)n(C)c2n1	-12%
O=C(CCS(=O)(=O)c1ccc(Cl)cc1)Nc1nc(-c2cccnc2)cs1	0%[76.3 µM]
Cc1cc(S(=O)(=O)NCC(C)C)ccc1OCC(=O)NC1CC1	0%[76.3 µM]
Fc1cccc(CNC2CCN(CCc3ccccc3)CC2)c1	0%[76.3 µM]
CC(=O)c1ccc(NC(=O)COC(=O)c2ccc(F)cc2F)cc1	-4%
O=C(CN1CCOCC1)NCc1cc([N+](=O)[O-])ccc1O	-5%[76.3 µM]
Cc1cc(C(=O)N/N=C/c2ccncc2)c2ccccc2n1	-8%
CCN1C(=O)CSC1=Nc1ccc(Cl)c(Cl)c1	-2%[76.3 µM]
O=C(NCCCn1ccnc1)/C(=C/c1ccc(Cl)cc1)NC(=O)c1ccccc1	2%
COc1ccccc1/C=C/CN1CCC(n2nccc2NC(=O)CCc2ccccc2)CC1	-4%[76.3 µM]
CCOc1cccc2sc(N(CCCN(C)C)C(=O)c3ccc(S(=O)(=O)N(CC)Cc4ccccc4)cc3)nc12	-10%[76.3 µM]
CCC(C)(C)NC(=O)CN(C(=O)CNS(=O)(=O)c1ccccc1)c1ccc2c(c1)OCCO2	2%
Nc1c(C=C2C=CC(=O)C=C2)c(=O)nc2sc(CC(=O)N3CCOCC3)nn12	1%[76.3 µM]
NNC(=O)Cn1c(-c2ccccc2)cc2ccccc21	-16%[76.3 µM]
COc1cccc(NC(=S)N2CCC(NC(=O)c3ccco3)CC2)c1	2%
Nc1nc2ccccc2n1CCOc1ccc(Br)cc1	-1%[76.3 µM]
O=C1N(CCCl)c2ccc(Br)cc2C12OCCO2	2%[76.3 µM]
COc1ccccc1/C=C/C=N/Nc1cccc(C(=O)O)c1	4%
COc1ccccc1Cn1c(=S)[nH]c2cc(C(=O)N3CCCC3)ccc2c1=O	-5%[76.3 µM]

Not all compounds are listed; the hit share may differ from the screen's.
